M1 ag parental: nonselective activator or artifact in parental CHO-K1 cells. Fluo-8 calcium fluorescence; scaled to maximal ATP response, vehicle zero. activation, % at 3 µM. hit rate 0.48% among 360,000; in the data active = activation above about 15%;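 also: untransfected CHO-K1 host cells lacking M1 receptor as counterscreen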
CHO parental Ca: signal in parental CHO cells, OX1R antagonist counter-screen; parental CHO-K1, ATP-induced calcium, Fluo-8 fluorescence; inhibition, % at 5.6 µM; hit rate 0.63% among 330,000;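 active = inhibition above that plate's mean sample inhibition plus 3 SD, cut at about 26% in these data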;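 also: 0% = ATP-challenged DMSO wells and 100% = DMSO wells without ATP; some compounds past the cut are filed as inactive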
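Material – parental CHO cells · Reagent – ATP stimulus · Compound – single nominal dose of 5.6 µM per compound · Detection – Fluo-8 fluorescence · Read-out basis – percent inhibition of calcium signal · Controls – ATP-challenged DMSO wells low, unchallenged DMSO wells high · Repeats – no replicates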
CHO-K1 Ca antag: M1 antagonist counterscreen hit in parental CHO-K1 cells; hit rate 0.6% among 360,000; ATP-induced calcium, Fluo-8 fluorescence; inhibition, % at 3 µM; AID 602250;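 active = inhibition above a per-plate cutoff, the plate's mean sample inhibition plus 3 SD, cut at about 24% in these data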;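 also: 0% = DMSO plus EC80 ATP and 100% = DMSO alone without ATP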
M1 ag: agonists of human M1 muscarinic receptor; P11229; CHO-K1 hM1, Fluo-8 calcium fluorescence, agonist mode; 0% DMSO, 100% acetylcholine EC100; activation, % at 3 µM; hit rate 0.33% among 360,000; AID 588814;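 active = activation above the run's mean compound activation plus 3 SD, cut at about 16% in these data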;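 also: peak over basal fluorescence ratio within a 140 s kinetic read after compound addition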
Target sequence (P11229 whole entry, looked up): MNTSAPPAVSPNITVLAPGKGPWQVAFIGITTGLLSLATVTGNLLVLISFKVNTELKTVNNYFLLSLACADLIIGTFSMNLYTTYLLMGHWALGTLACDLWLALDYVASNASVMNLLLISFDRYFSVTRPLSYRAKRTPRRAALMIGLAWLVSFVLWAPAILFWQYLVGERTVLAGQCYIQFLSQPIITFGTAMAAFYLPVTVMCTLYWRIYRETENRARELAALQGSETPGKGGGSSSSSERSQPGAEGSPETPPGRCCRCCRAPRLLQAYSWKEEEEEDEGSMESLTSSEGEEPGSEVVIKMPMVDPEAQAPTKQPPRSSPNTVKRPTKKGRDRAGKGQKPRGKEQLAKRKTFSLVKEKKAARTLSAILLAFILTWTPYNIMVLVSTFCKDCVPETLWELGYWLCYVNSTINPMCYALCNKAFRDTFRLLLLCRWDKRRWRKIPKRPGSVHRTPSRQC
TAAR1 antag: antagonists of human TAAR1 | Q96RJ0 | hit rate 1.5% among 360,000 | CHO RD-HGA16 TAAR1, Fluo-8 calcium fluorescence, antagonist | inhibition, % at 3 µM;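 active = inhibition above a per-plate cutoff, the mean inhibition of test compounds on that plate plus 3 SD, cut at about 49% in these data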;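 also: 0% = DMSO plus EC80 beta-PEA response and 100% = DMSO alone without agonist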
Target sequence (Q96RJ0 whole entry, looked up): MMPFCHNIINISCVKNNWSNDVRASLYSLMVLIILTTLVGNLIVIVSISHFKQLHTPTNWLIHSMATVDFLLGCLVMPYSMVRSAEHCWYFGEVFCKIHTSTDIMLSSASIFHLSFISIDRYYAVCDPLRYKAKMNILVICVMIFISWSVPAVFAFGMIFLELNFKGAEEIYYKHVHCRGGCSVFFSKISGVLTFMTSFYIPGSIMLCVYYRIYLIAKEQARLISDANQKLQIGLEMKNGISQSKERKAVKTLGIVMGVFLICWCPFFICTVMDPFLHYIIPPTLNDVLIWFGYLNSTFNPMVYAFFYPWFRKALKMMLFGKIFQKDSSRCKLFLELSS
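Test system: hTAAR1-expressing CHO RD-HGA16 cells, Gα16-coupled; Probe or stimulus: EC80 β-phenethylamine stimulus; Compound dosing: single nominal final test compound concentration of 3 µM; Timing: 140 s kinetic read after compound, 140 s after agonist; Signal: Fluo-8 calcium-sensitive fluorescence; Measure: % inhibition of agonist calcium response; Controls: DMSO and EC80 PEA controls.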
V1aR counter: V1a receptor agonism, counter-screen for OXTR agonists | CHO-V1R cells, Fluo-8 calcium fluorescence, agonist mode; 0% DMSO, 100% 3 nM vasopressin | activation, % at 3 µM | hit rate 0.25% among 320,000 | AID 2797;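 active = activation above the mean activation of all tested compounds plus 3 SD, per screening run, cut at about 20% in these data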;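 also: signal is peak over basal fluorescence ratio across a 100 second FLIPR read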
CHO-K1 Ca PAM: M1 PAM counterscreen hit in parental CHO-K1 cells | ATP EC20, Fluo-8 calcium fluorescence; 0% at ATP EC20, 100% at ATP max | hit rate 0.02% among 360,000 | activation, % at 3 µM;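 active = activation above the run cutoff, the mean activation of all test compounds plus 3 SD, cut at about 40% in these data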;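 also: peak over basal fluorescence ratio in a 140 s read after ATP addition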
TAAR1 agonist: agonists of human TAAR1; hit rate 0.99% among 360,000; Q96RJ0; CHO RD-HGA16 TAAR1, Fluo-8 calcium fluorescence; vehicle wells 0%, saturating PEA agonist 100%; activation, % at 3 µM;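 active = activation above the mean activation of all test compounds in the run plus 3 SD, cut at about 38% in these data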
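Benchmarks: low control DMSO, high control PEA (EC100); System: CHO RD-HGA16 cells carrying human TAAR1 plus Gα16; Detection: Fluo-8 fluorescence, 5 s baseline then 140 s kinetic read; Schedule: 17-24 h plating, Fluo-8 75 min 37 °C, 30 min RT; Read-out basis: % activation from peak over basal fluorescence ratio, DMSO-to-PEA scaled.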
OXTR potentiator: human OXTR potentiation. P30559. CHO-OTR cells, Fluo-8 calcium fluorescence, potentiator mode; 0% = oxytocin EC15, 100% = EC100. activation, % at 3 µM. hit rate 0.061% among 320,000;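 active = activation above that plate's cutoff, the mean activation of tested compounds plus 3 SD, cut at about 6.6% in these data, passing the limit was not always enough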;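 also: 100% uses oxytocin at 75 nM as the full agonist control; some results filed as inactive read as strong as hits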
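test system = CHO-OTR cells, human receptor | compound = single-point 3.0 µM | schedule = 6 min compound pre-incubation at room temperature, 100 s kinetic read | signal = Fluo-8 no-wash calcium dye fluorescence, excitation 470-495 nm, emission 515-575 nm | repeats = single well per compound, singlicate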
* marks the source's active call; other numbers are inactive results; / = not tested or not shown. Rows are unselected. Share with any hit: about 3.3%.

SMILES	M1 ag parental	CHO parental Ca	CHO-K1 Ca antag	M1 ag	TAAR1 antag	V1aR counter	CHO-K1 Ca PAM	TAAR1 agonist	OXTR potentiator
O=C(CCn1c(=S)oc2ccccc21)Nc1cccc(O)c1	3.1	2.3	-16.9	-3.1	-6.3	0.4	8.7	3.7	-4.8
Cc1ccc(Cn2c(C)c3cnn(CC(=O)NCCN4CCOCC4)c(=O)c3c2C)cc1	0.6	/	-7.7	0.6	-7.3	/	23.4	4.2	/
CCOC(=O)C1=C(N)c2ccccc2CC1C(C)C (stereo unspecified)	0.0	-13.7	5.6	-5.3	-8.9	-0.1	-5.7	3.5	-6.2
CSCCC(Nc1ccc(S(=O)(=O)N2CCOCC2)cc1[N+](=O)[O-])C(=O)OCC(=O)NCC(C)C (stereo unspecified)	0.8	-19.3	-4.3	-6.9	7.0	1.9	21.2	3.9	-10.0
COc1cc(/C=N/NC(=O)Cc2csc(C)n2)ccc1OCC(C)C	0.2	-21.6	-15.5	-3.5	-10.0	-0.5	13.8	11.3	-8.0
COC(=O)c1cn(NC(=O)C2CCC(C(C)(C)C)CC2)c(=O)c2ccccc12 (stereo unspecified)	-0.2	-11.0	21.5	-0.5	0.7	-0.3	-7.0	8.3	-4.2
CS(=O)(=O)C1=NSC2=NC(=O)/C(=C\c3cccn3-c3ccc(Cl)cc3)C(=N)N21	0.8	8.4	-2.9	-4.9	-4.6	0.0	5.9	-1.6	-0.8
CC(C)C[C@H]1CNC(=S)N1C[C@H]1CCCN1C[C@H](CC(C)C)N1C[C@H](Cc2ccc(O)cc2)N(CCc2ccccc2)C1=S	0.3	/	10.6	-7.9	-59.8	/	9.2	-2.1	/
CC(C)c1ccc(S(=O)(=O)N2CCN(C(=O)C3CCCCC3)CC2)cc1	3.0	-6.4	-12.9	3.6	-28.1	0.0	9.7	-2.3	-8.4
O=C(NCc1ccccn1)c1ccc(Cl)c(S(=O)(=O)NCc2ccccc2)c1	0.4	-8.1	-2.2	-3.7	-8.3	1.1	4.6	4.2	1.6
CC(C)CN(C(=O)COC(=O)CCC(=O)c1ccc(Cl)cc1)c1c(N)n(Cc2ccccc2)c(=O)[nH]c1=O	0.9	-16.0	13.1	-5.6	-38.3	-1.5	0.5	2.1	-14.8
CCCCN(C(=O)Cc1cccs1)c1nnc(-c2cccnc2)s1	4.8	-34.6	3.9	1.2	36.4	1.3	7.3	16.8	-15.9
CCc1c(C)nc2ncnn2c1Nc1ccc(C(C)=O)cc1	0.0	-5.5	-9.2	-1.8	6.6	0.0	5.0	0.6	-2.5
COC(=O)c1cc(C#N)c(Oc2ccc(OC)cc2)nc1C	-0.2	-17.8	5.5	-7.2	-3.0	-0.4	-5.1	-1.8	-3.7
CC(C)CCN1CCC(CN2C(=S)NC[C@@H]2Cc2ccccc2)CC1	0.2	/	3.4	-10.6	-2.6	/	4.9	-0.2	/
Cc1ccc(C(=O)OCn2ncc(Cl)c(Cl)c2=O)cc1	-0.4	20.8	14.1	-2.7	20.1	-0.6	-4.3	11.2	6.5
COCCNc1nc2nonc2nc1NC(C)c1ccccc1Cl (stereo unspecified)	6.8	0.0	9.2	-0.3	-5.7	8.8	-7.8	9.2	-9.1
CC(C(=O)NCC1CCCO1)N(C(=O)c1snc(C(N)=O)c1N)c1cccc(F)c1 (stereo unspecified)	0.1	-21.3	-7.8	-5.2	5.8	0.2	21.5	-0.5	1.2
COc1ccc(Nc2nc(Nc3ccc(OC)cc3OC)nc(N3CCN(C)CC3)n2)c(OC)c1	1.4	2.0	-2.9	-3.5	-3.1	2.6	21.3	4.7	-3.2
COc1ccc(C(=O)N2CCN(c3ccc(NC(=O)c4ccco4)cc3)CC2)cc1	1.9	-5.7	-3.1	-1.2	-11.2	3.0	10.9	1.3	0.2
Cc1ccc(NC(=S)N2CCC(c3ccccc3)C2)c(Cl)c1 (stereo unspecified)	0.2	-8.2	-9.6	-1.7	-15.0	-1.0	7.1	-0.5	5.4
Cn1c2c(c(=O)n(C)c1=O)CN(CCCN1CCOCC1)CN2	0.1	-6.1	-0.4	-1.2	3.9	0.2	0.0	7.8	-9.9
CCC(=O)N(CCO)Cc1cc2ccc(C)c(C)c2[nH]c1=O	0.2	7.4	-3.7	-3.1	-14.4	0.4	17.2	5.2	0.1
CCNC(=O)CC1C(=O)N(c2ccc(OC)cc2)C(=S)N1CCc1ccncc1 (stereo unspecified)	0.7	-4.6	-9.4	-5.2	/	-0.6	14.4	/	-19.1
Cn1c(SCC(=O)N2CCCc3ccccc32)nc2cccnc21	1.4	-15.3	-3.0	-2.1	2.8	1.8	18.6	5.4	-3.9
O=C(CSc1ncn[nH]1)N1CCN(S(=O)(=O)c2ccc(Cl)cc2)CC1	0.8	-16.6	-7.6	-4.7	16.1	-0.4	17.1	2.0	-4.8
Cc1ccc(NC(=O)NNC(=O)COc2ccc([N+](=O)[O-])cc2)cc1C	0.8	16.8	-6.9	-3.8	-16.9	0.6	-15.4	4.0	-10.3
COc1cccc(C(=O)NCC(=O)OCc2ccc(F)cc2Cl)c1	2.5	-8.5	-7.3	-7.0	11.2	0.5	21.4	10.3	1.8
CC(C)(C)NC(=O)NC(=O)COC(=O)CCC1CCCC1	1.6	-13.7	-14.3	-2.5	-19.4	4.4	10.2	-2.8	-8.6
CC(C)(C)N(Cc1ccccc1)C(=O)CSc1ncn[nH]1	0.1	-7.8	-6.9	-0.7	-29.7	0.1	-0.7	1.1	-1.1
Cc1cccc(C)c1NC(=O)CNCC(=O)N(C)C	-0.1	6.8	9.4	-0.8	-32.8	-0.4	-16.4	0.6	-23.5
O=C(Nc1ccc(O)cc1)c1ccc2c(c1)C(=O)N(Cc1ccco1)C2=O	3.1	-6.4	-3.3	-0.6	19.2	1.8	6.2	14.8	-10.3
Cc1cc(NCCCN2CCOCC2)n2ncc(-c3ccccc3)c2n1	5.6	-28.7	-3.1	-5.3	-2.5	0.8	17.9	3.1	-6.0
COc1cc(/C=C2/NC(=O)N(Cc3ccccc3F)C2=O)ccc1Oc1ccc([N+](=O)[O-])cn1	1.0	-8.2	-10.8	-3.8	-14.8	1.5	13.2	1.2	-0.5
CC(=O)N(c1ccc2oc(=O)sc2c1)S(=O)(=O)c1cccc2cccnc12	0.4	24.0	-9.6	-3.9	6.6	-0.3	2.8	-1.3	-9.2
CCCN(CC(=O)Nc1ccccc1OC)C(=O)c1cc(-c2ccccc2)nn1-c1ccccc1	-0.5	15.8	-5.8	-6.8	33.5	-0.8	-22.2	-0.9	-6.5

Exported as labelled records: part of the list above
CC(C)CCN1CCC(CN2C(=S)NC[C@@H]2Cc2ccccc2)CC1
  M1 ag parental: 0.2 | CHO parental Ca: / | CHO-K1 Ca antag: 3.4 | M1 ag: -10.6 | TAAR1 antag: -2.6 | V1aR counter: / | CHO-K1 Ca PAM: 4.9 | TAAR1 agonist: -0.2 | OXTR potentiator: /

Cc1ccc(NC(=O)NNC(=O)COc2ccc([N+](=O)[O-])cc2)cc1C
  M1 ag parental: 0.8 | CHO parental Ca: 16.8 | CHO-K1 Ca antag: -6.9 | M1 ag: -3.8 | TAAR1 antag: -16.9 | V1aR counter: 0.6 | CHO-K1 Ca PAM: -15.4 | TAAR1 agonist: 4.0 | OXTR potentiator: -10.3

O=C(Nc1ccc(O)cc1)c1ccc2c(c1)C(=O)N(Cc1ccco1)C2=O
  M1 ag parental: 3.1 | CHO parental Ca: -6.4 | CHO-K1 Ca antag: -3.3 | M1 ag: -0.6 | TAAR1 antag: 19.2 | V1aR counter: 1.8 | CHO-K1 Ca PAM: 6.2 | TAAR1 agonist: 14.8 | OXTR potentiator: -10.3

COC(=O)c1cn(NC(=O)C2CCC(C(C)(C)C)CC2)c(=O)c2ccccc12 (stereo unspecified)
  M1 ag parental: -0.2 | CHO parental Ca: -11.0 | CHO-K1 Ca antag: 21.5 | M1 ag: -0.5 | TAAR1 antag: 0.7 | V1aR counter: -0.3 | CHO-K1 Ca PAM: -7.0 | TAAR1 agonist: 8.3 | OXTR potentiator: -4.2

Following part
SMILES	M1 ag parental	CHO parental Ca	CHO-K1 Ca antag	M1 ag	TAAR1 antag	V1aR counter	CHO-K1 Ca PAM	TAAR1 agonist	OXTR potentiator
O=[N+]([O-])c1ccc(N2CCN(C(=S)Nc3ccc(F)cc3)CC2)cc1	12.3	27.6	18.8	-1.7	-1.4	8.1	-7.0	4.2	-24.1
CC(=O)ONC(=Nc1ccccc1)c1nonc1N	0.4	8.4	-1.2	0.2	-20.3	0.5	16.3	2.2	4.1
O=C1OCC2=C1C(c1ccc(Cl)cc1)c1cc3c(cc1O2)OCO3 (stereo unspecified)	0.3	/	-12.0	-4.9	26.1	/	23.3	3.4	/
CCOCC(=O)Nc1ccc(S(=O)(=O)NCCc2ccccc2)cc1	4.0	-10.7	2.4	2.2	2.0	5.1	8.3	5.3	-15.0
CC1(C)NC(=O)N(CC(=O)N2CCN(S(=O)(=O)c3ccccc3F)CC2)C1=O	-0.2	0.0	14.1	2.0	-2.6	0.0	-19.3	23.6	-6.3
Cc1ccsc1C(=O)N/N=C/c1ccc([N+](=O)[O-])cc1	0.3	-4.1	18.6	-2.9	0.5	1.1	-12.7	-2.4	-5.3
COc1ccc(NC(=O)Cc2cccs2)c(OC)c1	0.3	-16.6	-25.7	-3.6	6.2	0.8	13.0	0.1	-9.9
CC12CCC(C(=O)Nc3ccccc3)(C/C1=N\O)C2(C)C (stereo unspecified)	-0.3	5.5	20.6	-1.8	20.5	-0.8	0.2	3.5	3.7
CC1(C)Cc2c(sc3nc(SCC(=O)O)[nH]c(=O)c23)CO1	0.5	-8.2	8.5	-5.3	9.3	0.1	-10.6	2.2	-6.5
O=C(CCCC(=O)OCC(Cl)=C(Cl)Cl)Nc1cccc2ccccc12	0.9	-9.7	-1.2	-7.9	2.4	1.4	9.7	-1.4	2.9
Cc1ccc(NC(=O)/C(=C/c2cccs2)NC(=O)c2ccco2)c(C)c1	-0.5	-11.1	19.0	-7.0	0.1	1.8	-4.7	2.2	-5.5
O=C(NCC1c2ccccc2CCN1C(=O)CN1CCOCC1)C1CCCCC1 (stereo unspecified)	0.4	-15.6	-14.1	-0.6	-10.3	-0.5	19.2	-2.7	-12.8

Screening results as filed in PubChem.
